Source: PubChem (several laboratories)
GPR55 LPI antagonism = GPR55 antagonists blocking LPI-driven arrestin recruitment, primary screen, imaging, U2OS, beta-arrestin-GFP, LPI agonist (AID 2013); inhibition, % at 10 µM, or IC50 in µM where a hit was titrated; U2OS GPR55 beta-arrestin-GFP translocation imaging, LPI antagonism; higher % means a stronger effect; 290,000 compounds, 0.13% hits;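 active = spots per cell inhibited over 60%, with over 100 cells counted and total cytoplasm intensity under 500,000; inconclusive = wells with under 100 cells, flagged as likely toxic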;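 note: U2OS cells stably carrying GPR55 and arrestin-GFP stimulated by 5 µM LPI near EC80; imaged beta-arrestin-GFP aggregate spots per cell after agonist stimulation; plate controls were LPI-stimulated DMSO wells for no effect and DMSO wells without LPI for full effect; some results filed as inactive read as strong as hits; confirmed hits need IC50 under 10 µM and bright autofluorescent wells are also inconclusive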
Rac1 GTP hydrolysis = MgcRacGAP GTPase-activating activity inhibitors, confirmation, biochemical, ADP Hunter fluorescence; MgcRacGAP-stimulated Rac1 GTP hydrolysis, ADP Hunter fluorescence; higher % means a stronger effect; GST-tagged Rac1 F28L mutant substrate; inhibition, % at 30 µM, or IC50 in µM where a hit was titrated; 340,000 compounds, 0.6% hits; AID 624330;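 active = first-screen hits whose inhibition reached a set limit at any dose in the follow-up dose series; inconclusive = inhibition above the set first-screen limit but never retested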;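 note: fluorescence reports GDP produced by GAP-driven GTP hydrolysis; strong numbers were not always called active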
LYP inhibition = PTPN22 lymphoid phosphatase activity blockers – biochemical, fluorescence intensity, uHTS (AID 1779). 290,000 compounds, 0.054% hits. inhibition, % at 11.5 µM; hits with a dose series show IC50 in µM. recombinant LYP phosphatase, fluorescence intensity; higher % means a stronger effect; in the data active = inhibition above about 50%;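 note: plate controls were vehicle with enzyme for no effect and no enzyme for full effect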
Salmonella PhoP GFP = PhoP-dependent GFP reporter repression – Salmonella Typhimurium, primary screen (AID 1863) | inhibition, % at 50 µM; hits with a dose series show IC50 in µM | 300,000 compounds, 0.16% hits | S. Typhimurium PhoP-regulated promoter GFP reporter, 4 h; higher % means a stronger effect;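 active = inhibition over 29.93%, a cutoff 3 SD above the screen mean, later confirmed by dose response; inconclusive = inhibition over 29.93% but no dose response follow-up; inactive = inhibition at most 29.93% or unconfirmed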;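 note: 0% = low Mg2+ inducing control and 100% = high Mg2+ repressing control; strong numbers were not always called active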
GPR35 arrestin U2OS = GPR35 antagonists blocking zaprinast-driven arrestin recruitment, primary screen, imaging, U2OS, beta-arrestin-GFP, zaprinast agonist (AID 2058); U2OS GPR35 beta-arrestin-GFP translocation imaging, zaprinast antagonism; higher % means a stronger effect; inhibition, % at 10 µM; hits with a dose series show IC50 in µM; 290,000 compounds, 0.052% hits;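 active = inhibition of at least 50% with at least 30 cells and total cytoplasm GFP at most 10,000,000; inconclusive = under 30 cells or total GFP of 10,000,000 plus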
NTR1 ag = agonists of NTR1, primary screen, imaging, U2OS cells, beta-arrestin-GFP, high content (AID 493036); activation, % at 20 µM; 330,000 compounds, 0.17% hits; P30989; NTR1-U2OS beta-arrestin-GFP spot imaging, agonist mode;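 active = activation at or above 40% of the spot to cytoplasm intensity ratio, with at least 20 cells analyzed; inconclusive = wells under 20 cells, flagged as cytotoxic or low count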;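 note: 0% = DMSO without peptide and 100% = 100 nM NTR1 peptide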
Target sequence (P30989 whole entry, looked up): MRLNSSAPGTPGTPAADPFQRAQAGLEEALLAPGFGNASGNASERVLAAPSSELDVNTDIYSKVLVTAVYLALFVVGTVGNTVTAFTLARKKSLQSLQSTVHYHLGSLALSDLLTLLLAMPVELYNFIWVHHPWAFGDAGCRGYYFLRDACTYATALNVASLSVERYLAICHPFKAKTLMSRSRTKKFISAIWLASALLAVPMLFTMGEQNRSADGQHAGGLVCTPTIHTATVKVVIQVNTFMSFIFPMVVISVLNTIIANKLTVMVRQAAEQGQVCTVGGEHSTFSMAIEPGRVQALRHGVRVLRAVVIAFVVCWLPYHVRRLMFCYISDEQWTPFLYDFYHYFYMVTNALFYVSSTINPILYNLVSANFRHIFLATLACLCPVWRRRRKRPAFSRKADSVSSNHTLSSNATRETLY
HIV peptide binding = cell-free HIV fusion peptide-binding blockers – biochemical, uHTS, fluorescence dequenching, primary screen (AID 1986); cell-free peptide binding, fluorescence dequenching, 30 min; higher % means a stronger effect; inhibition, % at 20 µM, or IC50 in µM where a hit was titrated; 290,000 compounds, 0.3% hits; in the data active = inhibition mostly above about 52%, no sharp cut-off; inactive = mostly below about 76%; note: some results filed as inactive read as strong as hits
Myeloid diff MLP = promotes myeloid progenitor differentiation; ER-HoxA9 myeloid progenitors, lysozyme-GFP differentiation, flow cytometry; 360,000 compounds, 1% hits; calls only at 10 µM;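 active = normalized GFP-positive differentiation at or above the plate's own cutoff, the solvent-only control mean plus 3 SD; inconclusive = no clear call, values can overlap the other calls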;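 note: cells exposed to compound for four days before flow analysis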
Siah-1 displacement = Siah-1 peptide-binding antagonists, primary screen, biochemical, fluorescence polarization, rhodamine-plectin, uHTS (AID 1817); 290,000 compounds, 0.02% hits; Siah-1 / rhodamine-plectin peptide fluorescence polarization; higher % means a stronger effect; one-dose displacement, % at 20 µM; IC50 in µM for titrated hits;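 active = displacement of at least 50% at 20 µM, with a fluorescence ratio check between 0.3 and a set limit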;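 note: plate controls were Siah plus tracer with DMSO for no effect and tracer alone without Siah for full effect; strong numbers were not always called active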
NTR1 ag cell count 20 µM = also measured in NTR1 ag; calls as there; cell count; measured here: cell count, cytotoxicity flag
Myeloid diff MLP GFP+ MAC1+ % = second read-out of Myeloid diff MLP, no call of its own (marks repeat the call); GFP+ MAC1+ double positive, %; measured here: differentiation confirmed by MAC1 staining
* marks the source's active call; other numbers are inactive results; i = inactive; ? = inconclusive; . = not tested or not shown; + = active, no number; & = joins results of further samples.

Values run as follows: GPR55 LPI antagonism, Rac1 GTP hydrolysis, LYP inhibition, Salmonella PhoP GFP, GPR35 arrestin U2OS, NTR1 ag, NTR1 ag cell count 20 µM, HIV peptide binding, Myeloid diff MLP, Myeloid diff MLP GFP+ MAC1+ %, Siah-1 displacement
O=C(O)c1ccccc1C(=O)NNc1ccc(Cl)cc1Cl
    78%, 2%, -5%, 0%, -11%, 2.8, 87, -1.8%, i, 0.0, 8%
CC1CCN(CC(C)OC(=O)c2ccco2)CC1 (configuration not stated)
    -4%, 7%, -4%, 8%, 8%, 0.9, 55, -1.5%, i, 1.6, 9%
COc1ccc(C(=O)NC(C)c2nnc(SCC(=O)NC3=NCCS3)n2C)cc1 (configuration not stated)
    4%, 6%, -5%, 8%, -12%, -0.5, 54, -0.6%, i, 0.7, -6%
Cc1cnn(-c2nc(-c3cccs3)cc(C(F)(F)F)n2)c1
    4%, 15%, -4%, -4%, -9%, 2.3, 46, -1.3%, i, 0.5, -2%
CN(C)N1C(N)=C(C#N)C(c2cccc(Cl)c2)C2=C1CCCC2=O (configuration not stated)
    11%, 4%, -12%, 8%, -12%, -0.9, 81, -0.7%, i, 0.7, 2%
COc1ccc(CC(=O)N2CCN(c3ccccc3OC)CC2)cc1OC
    15%, 10%, -12%, -4%, -3%, -0.7, 58, 0.0%, i, 0.9, -5%
CCNC(=S)N1CCC(C(N)=O)CC1
    11%, 7%, -3%, -4%, 3%, -0.7, 49, -1.6%, i, 0.6, 17%
CCOC(=O)N1CCN(C(=O)COc2cccc3c2CCN(Cc2ccccc2F)C3=O)CC1
    -2%, 2%, -4%, -1%, ., 2.4, 68, -2.9%, i, 1.1, 2%
CCSc1nc(N)nc(-c2cccs2)c1C#N
    -40%, 7%, 1%, 23%, 2%, 0.8, 53, -0.6%, i, 0.4, -2%
O=C(/C=C/Nc1ccc(F)c(Cl)c1)c1ccccc1
    6%, -16%, -6%, -7%, -2%, 4.6, 57, 3.3%, i, 0.5, 1%
COc1ccc(CSc2nc(O)cc(=O)n2CC(C)C)cc1F
    0%, -3%, -5%, -1%, -14%, 1.3, 50, 1.6%, i, 0.8, -6%
O/N=C/c1cccc[n+]1CCCCCC[n+]1ccccc1/C=N/O
    6%, 11%, -11%, 4%, -2%, 1.5, 61, 1.9%, i, 0.3, -1%
CCN(CC)CCNC(=O)C(C)c1nn(C)c(=O)c2ccccc12 (configuration not stated)
    9%, 0%, 2%, 8%, 3%, 1.8, 51, -1.8%, i, 1.0, 0%
COc1ccc(C(=O)C[n+]2cc(Br)cc3ccccc32)cc1[N+](=O)[O-]
    6%, 6%, -3%, 1%, 18%, -0.8, 90, 28%, i, 0.9, -4%
CCN(CC)Cc1oc(-c2ccccc2)cc1C(=O)O
    6%, 13%, -8%, 17%, 9%, 1.6, 43, 3.8%, i, 0.2, 4%
Cc1ccc(NC2Sc3ccccc3NC2=O)cc1 (configuration not stated)
    3%, 6%, 3%, -7%, 8%, 1.0, 38, 0.9%, i, 1.5, -2%
Cc1cccc(N=C2NC(=O)C(CO)(CO)S2)c1
    -7%, 16%, -11%, -1%, 0%, -0.3, 48, -1.4%, i, 0.4, 4%
CC(NC(=O)CSCc1ccccc1Br)c1ccccc1 (configuration not stated)
    36%, 7%, 0%, 3%, -4%, 1.9, 83, -1.2%, i, 0.4, 5%
COc1cccc(CN(C)C(=O)c2cc(S(=O)(=O)NCc3ccccc3)ccc2C)c1OC
    ., 5%, ., -3%, ., 1.3, 52, ., i, 1.1, .
CC1(c2ccccc2)O[C@@H]2C[C@H]3[C@@H]4CCC5=CC(=O)C=C[C@]5(C)[C@@]4(F)[C@@H](O)C[C@]3(C)[C@]2(C(=O)CO)O1 (some centres not stated)
    -11%, 12%, -9%, 2%, 5%, 2.4, 49, -0.1%, i, 1.4, -5%
O=C(COc1ccccc1)NC1CCSc2ccccc21 (configuration not stated)
    ., 4%, ., -2%, ., 2.0, 79, ., i, 1.1, .
CCOC(=O)C1=C(c2ccccc2)Nc2ncnn2C1c1ccccn1 (configuration not stated)
    0%, 8%, 0%, 14%, -5%, 0.7, 94, -1.1%, i, 0.3, -5%
C=C1CCC[C@]2(C)C[C@H]3OC(=O)C(CNC(C)CC)[C@H]3CC12 (some centres not stated)
    13%, 4%, -5%, 15%, 11%, -1.1, 91, -1.7%, i, 1.3, -2%
CC(NC(=O)/C(C#N)=C/c1ccc(OCC(=O)O)cc1)c1ccccc1 (configuration not stated)
    -6%, 7%, 0%, -7%, 1%, 0.1, 45, 5.1%, i, 0.5, 5%
Cc1c(C(=O)OC(C)C)sc(NC(=O)C2CCCO2)c1C(=O)OC(C)C (configuration not stated)
    7%, 6%, 2%, 18%, 17%, 9.9, 45, -3.4%, i, 0.8, 2%
O=C1C2CC=C(Cl)CC2C(=O)N1CCN1CCOCC1 (configuration not stated)
    1%, 8%, -10%, 2%, 17%, -0.1, 73, 0.6%, i, 0.4, 6%
Cc1cc2nc(CCN3CCOCC3)n(S(=O)(=O)c3ccc(C(C)(C)C)cc3)c2cc1C
    10%, 6%, 7%, -2%, -3%, 11, 39, 1.6%, i, 2.8, 4%
Cc1nc(N2CCOCC2)c2c(C)c(C(=O)Nc3ccccc3C(F)(F)F)sc2n1
    5%, 12%, -1%, -8%, -6%, 3.7, 60, 3.0%, i, 0.5, 12%
O=C1OC(C(=O)NCc2ccccc2)Cc2ccccc21 (configuration not stated)
    -9%, -4%, -8%, -10%, 10%, 1.2, 37, -1.1%, i, 1.0, 7%
CCOC(=O)c1nc(N2CCN(C(=O)OCC)CC2)c2c3c(sc2n1)CCCC3
    20%, 3%, 3%, -3%, -10%, 4.0, 49, 4.0%, ?, ., 6%

Reprinted at random: three compounds from above
Values run as follows: GPR55 LPI antagonism, Rac1 GTP hydrolysis, LYP inhibition, Salmonella PhoP GFP, GPR35 arrestin U2OS, NTR1 ag, NTR1 ag cell count 20 µM, HIV peptide binding, Myeloid diff MLP, Myeloid diff MLP GFP+ MAC1+ %, Siah-1 displacement
CC(NC(=O)CSCc1ccccc1Br)c1ccccc1 (configuration not stated)
    36%, 7%, 0%, 3%, -4%, 1.9, 83, -1.2%, i, 0.4, 5%
Cc1nc(N2CCOCC2)c2c(C)c(C(=O)Nc3ccccc3C(F)(F)F)sc2n1
    5%, 12%, -1%, -8%, -6%, 3.7, 60, 3.0%, i, 0.5, 12%
Cc1cc2nc(CCN3CCOCC3)n(S(=O)(=O)c3ccc(C(C)(C)C)cc3)c2cc1C
    10%, 6%, 7%, -2%, -3%, 11, 39, 1.6%, i, 2.8, 4%

(cont.)
Values run as follows: GPR55 LPI antagonism, Rac1 GTP hydrolysis, LYP inhibition, Salmonella PhoP GFP, GPR35 arrestin U2OS, NTR1 ag, NTR1 ag cell count 20 µM, HIV peptide binding, Myeloid diff MLP, Myeloid diff MLP GFP+ MAC1+ %, Siah-1 displacement
CCOc1cc(/C=C/C(=O)O)ccc1OCc1ccccc1
    7%, 2%, -3%, 1%, -9%, -0.4, 69, 2.5%, i, 0.2, 3%
S=c1[nH]c2ccccc2c2ccccc12
    -2%, 6%, -6%, -5%, 10%, -0.4, 102, 1.1%, i, 0.3, 8%
OCC[C@H]1C[C@@H](O)[C@H](O)[C@@]2(Cc3ccccc3CO2)O1
    ., 7%, ., -2%, ., -1.4, 59, ., i, 0.8, .
O=C(CSc1nc(C2CC2)nc2ccccc12)N1CCc2ccccc2C1
    -4%, ., -2%, 13%, 11%, 34, 89, 1.4%, ., ., 3%
Cn1c(=O)[nH]c(=O)c2c1nc(OC(=O)c1ccccc1)n2CC(O)COc1ccc(F)cc1 (configuration not stated)
    7%, -2%, -5%, 14%, 0%, ., ., 2.4%, i, 15, -3%
CC(C)C[C@H](NC(=O)Nc1cccc(C(F)(F)F)c1)C(=O)O
    1%, 4%, -8%, -15%, -6%, 6.0, 62, 1.8%, i, 7.1, 2%
Cc1ccc(NC(=O)N2C3CCCC2CC(NC(=O)C2CC2)C3)cc1 (configuration not stated)
    -4%, 3%, -5%, -5%, -4%, -1.1, 26, -0.4%, i, 3.1, -1%
COC/C=C/C1=CC2=CC(=O)C(C)(OC(=O)c3cnc4ccccc4n3)C(=O)C2=CN1CCCOC(C)C (configuration not stated)
    -10%, 11%, -10%, -7%, -3%, -1.7, 85, 7.0%, i, 1.4, 4%
FC(F)(F)c1nc2ncc(Cl)cc2[nH]1
    6%, 16%, -3%, -6%, -1%, 0.2, 79, 0.5%, i, 0.3, 6%
COc1cccc(N2CC(O)Cn3c2nc2c3c(=O)[nH]c(=O)n2C)c1 (configuration not stated)
    7%, 3%, -11%, 14%, -5%, 0.1, 62, 0.7%, i, 0.5, 0%
Cc1ccnc2c1NC(=O)c1cccnc1N2C1CC1
    3%&-5%, 4%, 4%&-3%, -4%&-3%, 13%&-13%, -1.1, 52, 2.9%&0.2%, i, 2.3, 1%&-3%
O=C(O)c1ccc(N2CC3CC(C2)c2cccc(=O)n2C3)c(NC(=S)Nc2ccc(Cl)cc2Cl)c1 (configuration not stated)
    13%, 7%, -3%, 1%, -18%, -0.4, 54, -1.6%, i, 0.5, 22%
CCn1c(COc2ccccc2OC)nnc1SCC(=O)NC1CCCC1
    1%, 4%, -14%, 2%, 15%, -1.1, 52, 1.0%, i, 4.0, -5%
COc1ccc(/C=N/NC(=O)CNC(=O)c2ccc3c(c2)OCCO3)c(C(=O)O)c1OC
    2%, 9%, -9%, 3%, -19%, -0.1, 68, 0.0%, i, 4.4, -4%
O=C(C1=C[C@H](C2CCCCC2)C[C@H](OCCCCO)O1)N1CCN(Cc2ccccc2)CC1
    5%, 13%, -5%, 0%, -2%, 2.1, 90, 0.5%, i, 0.0, 5%
Cc1ccccc1N1CCN(C2CCCN(C(=O)c3cnsn3)C2)CC1 (configuration not stated)
    20%, 12%, -11%, -3%, -1%, 1.3, 62, 0.6%, i, 3.9, -3%
Cc1nn(-c2ccc(C(F)(F)F)cn2)c(C)c1Oc1ccccc1O
    -2%, 4%, 6%, 5%, 10%, 7.7, 45, 2.3%, i, 1.2, 0%
CC(C)CN(C(=O)c1ccc([N+](=O)[O-])s1)c1c(N)n(Cc2ccccc2)c(=O)[nH]c1=O
    ., 5%, ., -9%, ., -0.2, 58, ., +, 2.4*, .
